Screening results from PubChem.
S3 lipid droplet = qHTS Assay for Lipid Storage Modulators in Drosophila S3 Cells; Drosophila S3 cells, BODIPY lipid droplet fluorescence, 18-24 h; cells fed with added oleic acid; lipid storage change, negative = inhibition, % at the top dose, mostly 46.1 µM; hits show Potency in µM; actives 0.64% (n = 320,000); active = well fitted inhibition curve with a large enough effect in the signal ratio, with a control signal flat, not every such curve was filed as active; inconclusive = small, poorly fitted or top-dose-only effect, or effect the other way, or a change in a side signal; the % refers to the signal ratio
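Drosophila S3 cells loaded with oleic acid (400 uM, as added) and compounds at several concentrations; lipid droplets imaged by 488-nm laser-scanning cytometry, 500–530 nm intensity and object ratio to cell channel. Percent activity normalized to 20 uM Triacsin C.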
S3 lipid droplet cell count max = recorded beside S3 lipid droplet, whose call it bears; cell number change, %; measured here: cell count max response;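 cells counted by Cell Tracker Red CMTPX staining in the red channel; peak over a dose series mostly up to 46.1 µM; percent activity relative to internal control wells on each plate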
The depositor's hits bear a star; i = inactive; ? = inconclusive; . = not tested or not shown. % is set by controls: 0 for no effect and ±100 for the full control effect; potency is the fitted concentration of half-maximal effect.

Start of the data: the first 7 entries, ahead of the listing:
SMILES	S3 lipid droplet	S3 lipid droplet cell count max
O=C(CSc1nnc(-c2cccnc2)n1-c1ccc(SC(F)F)cc1)N1CCCc2ccccc21	?	.
CC(C(=O)Nc1ccc(S(=O)(=O)N2CCOCC2)cc1)N(c1ccccc1)S(C)(=O)=O (stereo not given)	7.3%	-0.6
O=C(c1ccccc1Cl)N(C(=O)c1ccccc1Cl)c1nccc(-c2cccs2)n1	i	.
COCCCn1cnnc1SCc1nc2sc(C(C)=O)c(C)c2c(=O)[nH]1	?	.
CSCCC1NC(=O)N(CC(=O)Nc2cc(C)on2)C1=O (stereo not given)	i	2.0
O=CN1CCN(C2CC(=O)N(c3ccc(Br)cc3)C2=O)CC1 (stereo not given)	?	.
Cc1ccc(SCC(=O)NCCc2ccc(F)cc2)cc1	i	1.1

All compounds of this part, from the start:
SMILES	S3 lipid droplet	S3 lipid droplet cell count max
O=C(CSc1nnc(-c2cccnc2)n1-c1ccc(SC(F)F)cc1)N1CCCc2ccccc21	?	.
CC(C(=O)Nc1ccc(S(=O)(=O)N2CCOCC2)cc1)N(c1ccccc1)S(C)(=O)=O (stereo not given)	7.3%	-0.6
O=C(c1ccccc1Cl)N(C(=O)c1ccccc1Cl)c1nccc(-c2cccs2)n1	i	.
COCCCn1cnnc1SCc1nc2sc(C(C)=O)c(C)c2c(=O)[nH]1	?	.
CSCCC1NC(=O)N(CC(=O)Nc2cc(C)on2)C1=O (stereo not given)	i	2.0
O=CN1CCN(C2CC(=O)N(c3ccc(Br)cc3)C2=O)CC1 (stereo not given)	?	.
Cc1ccc(SCC(=O)NCCc2ccc(F)cc2)cc1	i	1.1
CCOc1ccc(C(C)=O)cc1N1C(=O)C2C3C=CC(C3)C2C1=O (stereo not given)	?	.
Cc1ccc(S(=O)(=O)NCCC(=O)O)cc1	?	.
CCOc1cccc(C2/C(=C(\O)c3ccc4c(c3)OCCO4)C(=O)C(=O)N2Cc2ccncc2)c1 (stereo not given)	-0.7%	13.8
Cc1ccccc1C(=O)N1CCCN(C(=O)c2ccccc2C)CC1	?	.
CCOC(=O)Cc1csc(NC(=O)COc2ccc3ccccc3c2)n1	-2.4%	-3.7
C#CCN(C)Cc1ccccc1	-3.9%	1.1
CCC(C)NC(=O)c1cn(-c2cccc(OC)c2)c(=O)c2ccccc12 (stereo not given)	?	.
O=C(O)Cc1ccc2[nH]c3ccc(CC(=O)O)cc3c2c1	?	.
CCc1cccc(NC(=O)COC(=O)c2cc(=O)c3ccccc3o2)c1	?	.
C=CCNc1nc(N)c([N+](=O)[O-])c(NCCO)n1	-9.4%	17.0
O=C(O)C(Cc1ccccc1)N1C(=O)CCC1=O (stereo not given)	?	.
Cc1nn(C)cc1CN(C)C(=O)c1nn2c(c1Cl)NC(c1cccs1)CC2C(F)(F)F (stereo not given)	?	.
CCc1cc(-c2[nH]ncc2-c2ccc(OC)cc2)c(O)cc1O	?	.
COc1ccc(NC(=O)CSc2nnc(C)n2C2CC2)cc1S(=O)(=O)N1CCOCC1	?	.
COc1ccccc1Cn1c(C)nc2ccccc21	10.5%	10.6
CSc1nc(Oc2ccc(C)cc2)cc(C(F)(F)F)n1	i	-6.6
CS(=O)(=O)c1ccc2nc(NC(=O)c3ccc(=O)[nH]c3)sc2c1	-2.6%	11.4
Cc1ccc(CCN2C(=O)c3ccccc3C2C(=O)NCc2cccnc2)cc1 (stereo not given)	?	.
CCOc1ccc(-n2c(SCC(=O)Nc3cc(C(=O)O)ccc3Cl)nc3ccccc3c2=O)cc1	?	.
O=C(Cc1ccc(-n2c(=S)[nH]c3ccccc3c2=O)cc1)N1CCN(c2ccccc2)CC1	?	.
COc1ccccc1NC(=O)N1CCCC1C(=O)NCc1ccccc1F (stereo not given)	i	5.1
Cc1ccsc1/C=N/NC(=O)CNC(=O)c1ccco1	-1.2%	.
CCOc1cc(C(=S)N2CCN(C)CC2)ccc1OCC(=O)N1CCOCC1	12.5%	-0.9
COC(=O)c1cc(NC(=O)c2ccoc2C)cc(C(=O)OC)c1	?	.
C/C(=N\NC(=O)c1cccc(S(=O)(=O)N2CCOCC2)c1)c1ccc(OC(F)F)cc1	24.9%	8.6
Nc1nonc1C(=Nc1ccccc1)NO	?	.
COC(=O)c1cccc(NC(=O)Cn2cnc3ccccc3c2=O)c1	?	.
CC(C)c1ccc(N(C(=O)C(F)(F)F)C(C(=O)NC2CCCCC2)c2ccncc2)cc1 (stereo not given)	12.6%	5.6
COc1ccc(/C=N/NC(=O)c2nnn(-c3nonc3N)c2CN(C)c2ccccc2)cc1	-1.1%	-3.1
CC(=O)NC(=S)Nc1cc(C(F)(F)F)ccc1N1CCOCC1	-14.6%	23.6
O=C(CNC(=O)c1ccncc1)N/N=C/c1ccc(Br)cc1	0.0%	13.0
CCOC(=O)c1ccc(NC(=O)CCc2nc(-c3ccc(C)cc3)no2)cc1	i	.
COc1ccc(CCN2CC(C(=O)NCCCn3nc(C)cc3C)CCC2=O)cc1 (stereo not given)	?	.
OC(CN1CCN(c2cccc(Cl)c2)CC1)C(c1ccccc1)c1ccccc1 (stereo not given)	16.7%	25.0
O=C(CN1C(=O)c2cccnc2Oc2ccc(Cl)cc21)NCCCc1ccccc1	?	.
CC(=O)Nc1ccc(NC(=O)Oc2ccccc2)cc1	?	.
CCn1c(SCC(=O)NCc2ccc(C)cc2)nnc1-c1ccncc1	i	0.4
OCc1nn2c(c1Br)NC(c1ccccc1)CC2C(F)(F)F (stereo not given)	7.4%	-0.3
Cc1nc2ccccc2nc(C)c1=NOCc1ccc(C#N)cc1	?	.
COc1cc(/C=N/n2nnnc2N)ccc1OCC#N	-25.2%	25.1
COc1ccc(C)cc1S(=O)(=O)N(CC(=O)O)c1ccccc1	7.5%	14.0
Cc1ccc(NC(=S)NCc2ccc3c(c2)OCO3)c(C)c1	?	.
COc1ccc(N(CC(=O)NC2CCCCC2)C(=O)CNC(=O)c2ccco2)c(OC)c1	13.9%	11.8
(further entries)
SMILES	S3 lipid droplet	S3 lipid droplet cell count max
COC(=O)c1sccc1NC(=O)CSc1ccccc1NS(=O)(=O)c1ccc(Br)cc1	?	.
N#CCCN(C(=O)COC(=O)C1=COCCO1)c1ccc(F)cc1	?	.
COC(=O)C(NC(=O)Nc1ccccc1OC)C(C)C (stereo not given)	?	.
CCO[C@H]1c2c(ccc3ccc(=O)oc23)OC(C)(C)[C@@H]1O	?	.
CC(O)[C@H](NC(=O)C1(c2ccccc2)CCN(C(=O)OC(C)(C)C)CC1)C(=O)O (stereo not given in full)	-2.9%	-0.6
CC(C)N1C(=S)SC(C)(C)C1n1oc(=O)n(-c2ccc(Cl)c(Cl)c2)c1=O (stereo not given)	-1.6%	-20.0
CCN1CCc2c(C#N)c(NCc3ccccc3)nc(N(CC)CC)c2C1	?	.
CC1CCCCN1CCNc1nc(=S)[nH]c2ccccc12 (stereo not given)	10.6%	16.8
Cc1cc(NCCc2ccc(Cl)cc2)n2ncnc2n1	?	.
CCCc1ccc(-c2ccc(F)c(N)c2)nc1	2.6%	19.5

6 entries from above, with values under each structure:
Order of values – S3 lipid droplet | S3 lipid droplet cell count max
> N#CCCN(C(=O)COC(=O)C1=COCCO1)c1ccc(F)cc1
 : ? | .
> Cc1cc(NCCc2ccc(Cl)cc2)n2ncnc2n1
 : ? | .
> COC(=O)c1sccc1NC(=O)CSc1ccccc1NS(=O)(=O)c1ccc(Br)cc1
 : ? | .
> CCN1CCc2c(C#N)c(NCc3ccccc3)nc(N(CC)CC)c2C1
 : ? | .
> CC1CCCCN1CCNc1nc(=S)[nH]c2ccccc12 (stereo not given)
 : 10.6% | 16.8
> CCO[C@H]1c2c(ccc3ccc(=O)oc23)OC(C)(C)[C@@H]1O
 : ? | .

Additional results:
SMILES	S3 lipid droplet	S3 lipid droplet cell count max
O=C(CN1C(=O)C2C3CC(C(Br)C3Br)C2C1=O)N1CCN(Cc2ccccc2)CC1 (stereo not given)	-11.8%	-3.2
O=C(CC(c1ccccc1)c1cc(Br)ccc1O)N1CCCCC1 (stereo not given)	-0.5%	-12.1
O/N=C1\CCCc2ccccc21	-2.1%	10.0
Cc1ccc(S(=O)(=O)Cn2nnnc2C(C(C)C)N2CCN(c3nc4ccccc4s3)CC2)cc1 (stereo not given)	-5.9%	-2.3
Cc1c(C(=O)N(C)CCn2ccnc2C)oc2c(F)cccc12	?	.
COc1ccc(Cn2c(=O)[nH]c3cc(C(=O)Nc4ccc(N5CCN(C)CC5)cc4)ccc32)cc1	14.4%	14.6
COc1ccc(/C=C2\SC(=S)N(CCCC(=O)N3CCOCC3)C2=O)cc1OC	?	.
COCCCNC(=O)c1cc(Nc2ccc(OC)cc2OC)nc2ccccc12	-8.8%	2.6
CN(C)CCN(C(=O)C1CCCCC1)c1nc2cc3c(cc2s1)OCO3	?	.
CCOc1ccc2nc(NCCNC(=O)CC)c(C#N)cc2c1	16.4%	0.2
O=C(CN1c2ccccc2Sc2ccccc21)NNC(=O)Nc1ccc(Cl)cc1	?	.
Cc1occc1C(=O)Nc1ccc([N+](=O)[O-])cc1Br	-13.2%	6.1
Cc1cc(Br)c(S(=O)(=O)NCCN2CCOCC2)cc1C	?	.
CCOP(=O)(c1ccccc1)C1(O)CCCCC1 (stereo not given)	?	.
COc1ccc(CCNC(=O)CSc2nn(-c3ccccc3)c(=S)s2)cc1OC	?	.
O=C(C1CCN(S(=O)(=O)c2ccccc2F)CC1)N1CCc2ccccc21	?	.
O=c1[nH]c2ccccc2cc1-c1nnn(-c2ccc(F)cc2)n1	9.1%	19.4
Cc1nnc2n(C3CCCCC3)c(=O)c3c4c(sc3n12)CCC4	9.0%	1.6
COc1cc(/C=N/NC(=O)c2cc[n+]([O-])cc2)ccc1O	i	15.5
CCOC(=O)c1c(NC(=O)Cn2cc([N+](=O)[O-])cn2)sc2c1CCC2	?	.
COC(=O)C1=C(N)Oc2cc(C)n(CC3CCCO3)c(=O)c2C1c1ccccc1OC (stereo not given)	2.3%	.
CCOC(=O)c1cc(C(=O)NNC(=O)c2cccc([N+](=O)[O-])c2)c(C)nc1C	?	.
Cc1ccc(S(=O)(=O)N2CCC(C(=O)NCCc3ccccn3)CC2)cc1	24.0%	.
CC(CNC(=O)CCS(=O)(=O)c1ccc2c(c1)oc(=O)n2C)c1ccccc1 (stereo not given)	i	0.7
Cc1[nH]c2ccccc2c1-c1nc(-c2ccc(Cl)cc2)nnc1-c1ccccc1	?	.
Brc1ccc2nc(-c3ccncc3)c(NC3CCCC3)n2c1	?	.
N#CC(C#N)=NNc1ccc(S(=O)(=O)N2CCCCC2)cc1	?	.
CC(=O)Nc1ccc(S(=O)(=O)Nc2nc3ccc(C)cc3s2)cc1	8.7%	6.5
COCc1[nH]nc2c1C(c1ccccc1OC)C(C#N)=C(N)O2 (stereo not given)	i	-8.9
Fc1ccc(NC(=S)Nc2cccc(Cl)c2)cc1	-1.5%	22.0

Compound profiles (already shown). Values in the order: S3 lipid droplet	S3 lipid droplet cell count max
CC(C(=O)Nc1ccc(S(=O)(=O)N2CCOCC2)cc1)N(c1ccccc1)S(C)(=O)=O (stereo not given) is listed with 7.3%	-0.6
CCOC(=O)c1cc(C(=O)NNC(=O)c2cccc([N+](=O)[O-])c2)c(C)nc1C is listed with ?	.
COc1ccc(CCNC(=O)CSc2nn(-c3ccccc3)c(=S)s2)cc1OC is listed with ?	.
CCc1cc(-c2[nH]ncc2-c2ccc(OC)cc2)c(O)cc1O is listed with ?	.

Later entries.
SMILES	S3 lipid droplet	S3 lipid droplet cell count max
CCCC(=O)Nc1ccc2c(c1)nc(CCNC(=O)c1ccco1)n2C	3.9%	-1.7
O=C1OC[C@H](Cc2ccc3c(c2)OCO3)/C1=C\c1ccc2c(c1)OCO2	-28.8%	14.3
CCC(C)(C)NC(=O)C1CC(=O)N(CCc2ccc(F)cc2)C1 (stereo not given)	23.1µM*	-4.1*
O=S(=O)(NC1CCCCC1)c1ccc(Br)cc1	i	-26.0
C=CCN(CC=C)C(=S)NC(=O)c1ccc(-c2ccccc2)cc1	?	.
CCCn1c(C(C)Nc2nc(-c3ccc(C)cc3)cs2)nc2cc(Cl)c(N3CCCCC3)cc21 (stereo not given)	?	.
C/C(CC(=O)Nc1cc(C)ccn1)=N\NC(=O)c1ccccc1C	?	.
Cc1nc2nc[nH]n2c(=O)c1NS(=O)(=O)c1ccc([N+](=O)[O-])cc1	?	.
CCC(C)c1ccc(S(=O)(=O)N2CCN(C(C)CC(=O)O)CC2)cc1 (stereo not given)	?	.
Cc1c(C(=O)Nc2ccc(-c3nnc4n3CCCCC4)cc2)oc2c1ccc1ccccc12	?	.
Cc1nnc(Cl)c2nn(-c3ccccc3F)c(C)c12	12.4%	9.4
Cc1ccc(S(=O)(=O)Cn2nnnc2C(CC(C)C)N2CCC(C(N)=O)CC2)cc1 (stereo not given)	?	.
CCn1c(-c2cccnc2Cl)nc2cc(C)c(C)cc21	?	.
COc1cccc(-c2cc(C(=O)NCC3CCCO3)c3cc(C)cc(C)c3n2)c1 (stereo not given)	-12.3%	-3.4
Cc1ccc(S(=O)(=O)N2CCC(C(=O)N3CCCC3C(=O)N[C@@H](CC(C)C)C(=O)NCC(N)=O)CC2)cc1 (stereo not given in full)	?	.
O=C(c1cccc(F)c1)N1CCN(C(=O)c2nn3cccnc3c2Cl)CC1	25.0%	.
CCS(=O)(=O)NCC(c1ccco1)N1CCN(c2ccc(F)cc2)CC1 (stereo not given)	?	.
COc1ccccc1Cn1c(CO)nc2ccccc21	?	.
COc1ccc(C(=O)NCCCn2nc(C)cc2C)cc1S(=O)(=O)N1CCOCC1	?	.
CN(C)C=Nc1ccccc1C1C=NNC1=O (stereo not given)	10.1%	0.4
COCCN(C(=O)Nc1ccc(F)cc1F)c1nc2ccccc2s1	?	.

Not all compounds are listed (hit frequency here may not be typical).
